Screening results as filed in PubChem.
S100A4 inh HTS – inhibitors of human S100A4 binding to myosin IIA peptide; P26447; S100A4/TAMRA-MyoIIA peptide fluorescence polarization; inhibition, % at 10.7 µM; 360,000 tested, 0.14% active;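 active = mean inhibition of at least 70% across replicates, with every replicate also reaching that level; inconclusive = mean inhibition reaches 70% but some replicates fall short; inactive = mean inhibition below 70%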
Target sequence (P26447 whole entry, looked up): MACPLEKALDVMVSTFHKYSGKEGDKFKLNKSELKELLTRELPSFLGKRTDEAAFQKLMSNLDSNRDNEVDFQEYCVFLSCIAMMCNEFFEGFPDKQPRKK
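incubation = readout 5 min after mixing, signal stable up to 60 min | system = S100A4 monomer protein | buffer or medium = HEPES pH 7.2 with CaCl2, KCl, NaCl, DTT, Triton | benchmarks = neutral control DMSO, positive control TFP | also added = fluorescent myosin IIA peptide, 5 nM | compound dosing = one concentration per compound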
PglD inh – PglD (C. jejuni) enzyme inhibition; 360,000 tested, 0.098% active; purified PglD enzyme, DTNB colorimetric CoA detection; AID 602405; inhibition, % at 12.5 µM; in the data active = inhibition above about 16%, passing the limit was not always enough; inconclusive = no clear call, values can overlap the other calls; note: strong numbers were not always called active
E-sel inducer – E-selectin induction on HUVECs | P16581 | HUVEC E-selectin immunofluorescence imaging; normalized: neutral wells 0, TNF-alpha wells 100 | activation, % at 7.58 µM | 260,000 tested, 0.37% active;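 active = mean E-selectin-positive cell signal at least 10% of the positive control, reached in at least 60% of replicates, without over 20% cell loss; inconclusive = no rule given, readout overlaps actives, possibly toxicity-flagged; inactive = the rest, including those meeting only one limit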;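 note: in these data hits start at about 27%; measured in HUVEC primary endothelial cells; signal is the percent of cells scored E-selectin positive by PE staining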
Target sequence (P16581 whole entry, looked up): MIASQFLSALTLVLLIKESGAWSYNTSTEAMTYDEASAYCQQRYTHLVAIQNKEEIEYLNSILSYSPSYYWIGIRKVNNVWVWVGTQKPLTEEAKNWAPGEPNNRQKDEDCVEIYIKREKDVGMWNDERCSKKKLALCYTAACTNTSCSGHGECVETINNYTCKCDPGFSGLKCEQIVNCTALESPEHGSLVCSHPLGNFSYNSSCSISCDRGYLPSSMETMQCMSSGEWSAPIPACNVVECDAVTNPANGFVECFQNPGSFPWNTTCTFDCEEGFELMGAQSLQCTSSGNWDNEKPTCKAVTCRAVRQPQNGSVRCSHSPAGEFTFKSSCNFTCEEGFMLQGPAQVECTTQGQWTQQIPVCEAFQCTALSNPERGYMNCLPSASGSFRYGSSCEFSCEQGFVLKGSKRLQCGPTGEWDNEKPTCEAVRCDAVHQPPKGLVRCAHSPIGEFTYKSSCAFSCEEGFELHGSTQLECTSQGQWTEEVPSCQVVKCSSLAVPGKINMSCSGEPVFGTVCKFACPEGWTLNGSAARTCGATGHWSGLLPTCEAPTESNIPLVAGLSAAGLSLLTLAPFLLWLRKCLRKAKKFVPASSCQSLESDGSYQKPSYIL
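Material: HUVEC primary endothelial cells; Amount: 3,000 cells per well; Dosing: single concentration; Medium: EGM-2 growth medium on 0.1% gelatin-coated wells; Read-out basis: percent E-selectin-positive cells; Signal: immunofluorescence imaging; Control set: TNF-alpha, DMSO.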
ERp5 inh – blocks human ERp5 reductase activity on insulin; Q15084; AID 651711; inhibition, % at 9.99 µM; 350,000 tested, 0.05% active; ERp5 insulin aggregation, absorbance 650 nm, 90 min;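 active = mean replicate inhibition above about 25%, with every replicate also reaching it, limit read from the data, passing the limit was not always enough; inconclusive = only one of those two criteria met; inactive = neither criterion met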
C2C12 statin – suppressors of simvastatin-induced myotoxicity in C2C12 myotubes; rescue of ATP level, % at 7.49 µM; ATP luminescence, 48 h; scaled: DMSO 0, geranylgeraniol control 100; 330,000 tested, 0.78% active;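 active = mean ATP rescue above about 67%, or every replicate alone reaching that limit, limit read from the data, passing the limit was not always enough; inconclusive = no clear call, values can overlap the other calls; inactive = mean under the limit and some replicate under it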;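 note: myotubes were challenged with 10 µM simvastatin during compound exposure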
DENV2 CPE rescue – DENV2-induced cell death inhibition. AID 651640. CPE inhibition, % at 9.99 µM. 350,000 tested, 1.7% active. DENV2-infected cells, cytopathic effect rescue, plate reader; in the data active = CPE inhibition above about 20%, passing the limit was not always enough; inconclusive = no clear call, values can overlap the other calls; tested in BHK-21 cells;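 note: 0% = median of neutral control wells and 100% = median of positive control wells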
SIRT5 block – sirtuin-5 (human) deacylase inhibition | Purified SirT5, succinyl-peptide AMC, trypsin-coupled fluorescence | inhibition, % at 15 µM | Q9NXA8 | 330,000 tested, 1.1% active; in the data active = inhibition above about 15%; inconclusive = no clear call, values can overlap the other calls
Target sequence (Q9NXA8 whole entry, looked up): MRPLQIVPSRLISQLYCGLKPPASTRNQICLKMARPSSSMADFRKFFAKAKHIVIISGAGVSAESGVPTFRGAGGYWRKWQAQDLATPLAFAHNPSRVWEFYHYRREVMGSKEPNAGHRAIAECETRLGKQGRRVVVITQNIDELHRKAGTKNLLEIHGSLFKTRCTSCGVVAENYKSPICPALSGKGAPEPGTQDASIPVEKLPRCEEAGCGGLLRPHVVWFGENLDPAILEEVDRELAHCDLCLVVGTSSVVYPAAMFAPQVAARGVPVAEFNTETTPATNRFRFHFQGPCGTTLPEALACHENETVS
Numbers without * were called inactive; ? = inconclusive; nt = no result given. An excerpt; rates above refer to the full screens.

Order of values: C2C12 statin	SIRT5 block	DENV2 CPE rescue	E-sel inducer	ERp5 inh	PglD inh	S100A4 inh HTS
Cc1ccc(S(=O)(=O)N(CC(=O)N2CCN(c3ccc(F)cc3)CC2)C2CCCCC2)cc1
 : 0	nt	nt	0.0	nt	7	nt
CCOC(=O)c1c(C)oc2ccc(OC(=O)c3cccs3)cc12
 : nt	-3	1	nt	1	nt	7
O=C(Cn1cnc2c(NCc3ccccc3)ncnc21)NCC1CCCO1 (centres undefined)
 : 4	-2	75*	-0.7	2	-5	5
COc1ccc(Cn2c(=S)[nH]c3cc(C(=O)NCCCN4CCOCC4)ccc3c2=O)cc1
 : 60	-1	-4	nt	2	-1	-13
COc1ccc(CCC(=O)NCC23CC4CC(CC(C4)C2)C3)cc1
 : -14	-2	-1	-0.2	-2	3	2
COC(=O)CCCNc1ncccc1[N+](=O)[O-]
 : 2	15	-6	nt	5	4	-8
Cc1nc(SCC(N)=O)c([N+](=O)[O-])[nH]1
 : -5	-1	5	5.2	2	2	-11
CC(=O)OC1c2ccccc2C(=O)N1Cc1ccccc1Cl (centres undefined)
 : 19	9	15	nt	5	-3	2
COc1ccc(-c2nc3c(-c4ccc(F)cc4)cnn3cc2C)cc1F
 : -5	-2	3	nt	0	-5	30
CC(C)N(C(=O)[C@H]1C[C@H](CC(=O)NCCC2=CCCCC2)C(=O)N2CCc3c([nH]c4ccc(Cl)cc34)[C@]12C)C(C)C
 : 7	-5	-10	-0.1	3	-2	18
O=C(COC(=O)C1=NNC(=O)CC1)NCCc1ccccc1
 : 5	-1	?	-0.1	-8	-5	-8
CCN1CCN(CC(=O)c2ccc(OC)cc2)CC1
 : 1	nt	-2	1.5	-2	-9	0
CC1=C(C)CC(C(=O)N2CCN(C/C=C/c3ccccc3)CC2)C(C(=O)O)C1 (centres undefined)
 : 2	-2	-9	nt	-4	-3	3
CCNC(=O)C1(C)CCCN(Cc2csc3ccccc23)C1 (centres undefined)
 : 19	nt	-7	nt	1	2	-1
Cc1ccc(S(=O)(=O)N[C@H]2CC[C@@H](CCNC(=O)C3CCCCC3)O[C@@H]2CO)cc1
 : 4	0	2	-0.4	-1	-2	6
Cc1ccc(NC(=O)CN(C)C(=O)c2cc(-c3cccs3)nn2-c2ccccc2)cc1
 : 16	-2	-6	nt	2	3	1
O=C(CCCN1C(=O)/C(=C\c2cccs2)SC1=S)Nc1ccccn1
 : nt	-3	7	nt	0	-3	5
O=C(O)C1c2ccccc2Cc2ccccc21
 : 6	-3	-9	-2.4	-2	nt	1
O=C(NCC1CCCO1)C(c1cccs1)N(C(=O)Cn1nnc(-c2cccs2)n1)C1CCCC1 (centres undefined)
 : -2	nt	nt	-3.4	nt	1	nt
CC(=O)N1[C@H](CO)[C@@H](c2ccc(-c3ccccc3)cc2)[C@@H]1CNC(=O)C1CC1
 : -1	nt	4	-0.2	nt	1	nt
O=C(Nc1nnc(SCc2cccnc2)s1)C1CC(=O)N(c2ccccc2)C1 (centres undefined)
 : -1	0	-2	nt	-9	1	-10
CCS(=O)(=O)N1CCCCN2[C@H](CO)[C@@H](c3ccc(-c4ccc(C#N)cc4)cc3)[C@@H]2C1
 : 11	2	65*	-0.2	-4	-3	-3
O=C(O)c1ccccc1-n1c(-c2ccccc2)cc2c1CCCC2=O
 : 5	-1	-1	nt	-3	0	0
COc1ccccc1C(=O)Nc1ccc2c(c1)OC[C@H](C)N(C(C)=O)C[C@@H](C)[C@H](OC)CN(C)C2=O
 : -13	-2	-7	-0.1	-4	4	-3
COC(=O)CS(=O)(=O)c1cccc2cccnc12
 : nt	1	-3	-1.7	4	nt	-5
Cn1nccc1C(=O)OCC(=O)Nc1ccccc1Cl
 : -2	4	0	nt	3	3	1
O=c1[nH]c(-c2cccnc2)nc2sc(-c3ccccc3)cc12
 : nt	-10	4	nt	-2	nt	-1
O=C(Nc1cccc(F)c1)N1C[C@@H]2[C@H](c3ccccc31)[C@@H](CO)N2C(=O)c1ccccc1F
 : -14	-3	2	0.2	0	0	-6
Cc1cc(C)c(OCCCCN(C)Cc2ccccc2)c(C)c1
 : -27	-6	-6	nt	0	-8	-3
COc1ccc(C(=O)N2CCC(c3ccccc3)CC2)c(OC)c1OC
 : nt	-1	6	1.1	-3	nt	-1

The listing continues:
Order of values: C2C12 statin	SIRT5 block	DENV2 CPE rescue	E-sel inducer	ERp5 inh	PglD inh	S100A4 inh HTS
Cc1onc(-c2c(F)cccc2Cl)c1C(=O)Oc1ccccc1
 : nt	7	7	1.0	1	nt	7
COc1ccc2c(c1)OC(O)(C(F)(F)C(F)F)CC2=O (centres undefined)
 : 2	5	12	nt	-1	-3	4
Cc1cc2ncn(S(=O)(=O)N(C)C)c2cc1C
 : -4	2	nt	nt	-1	-3	-2
O=C(Nc1c(C(=O)N2CCC(N3CCCCC3)CC2)oc2ccccc12)c1c(F)cccc1F
 : 5	-7	-2	nt	-1	1	-5
Cc1cc(C(=O)Nc2ccc3c(c2)C(=O)N(C)[C@@H]2CC[C@@H](CC(=O)N[C@H](C)c4ccccc4)O[C@@H]2CO3)no1
 : ?	-2	-4	0.1	3	3	7
COc1cccc(CNC(=O)C2CCN(C(=O)N3CC(C)Oc4ccccc43)CC2)c1 (centres undefined)
 : 12	0	-2	-0.7	-3	-6	-1
COC(=O)c1ccc(C(=O)OC)c(NC(=O)CN2CCC(C)CC2)c1
 : nt	0	-3	nt	-6	nt	-1
Cc1cccc(C)c1NC(=O)C(c1ccccc1)n1c(=O)c(-c2ccco2)nc2ccccc21 (centres undefined)
 : nt	3	6	0.0	0	nt	-4
CNC(=O)C[C@H]1CC[C@@H]2[C@H](COC[C@@H](O)CN2C(=O)c2ccccn2)O1
 : -9	-6	-11	0.1	0	-4	6
C=CCNc1nc(Cl)nc(Nc2ccc([N+](=O)[O-])cc2)n1
 : nt	1	10	nt	-1	nt	-1
C[C@@H]1CN([C@H](C)CO)C(=O)Cc2cc(NC(=O)Cn3cnnn3)ccc2O[C@H]1CN(C)Cc1ccc(-c2ccccc2)cc1
 : 62	3	-8	1.9	1	-3	-6
CO[C@H]1CN(C)C(=O)c2cc(NC(=O)Cc3ccccc3)ccc2OC[C@@H](C)NC[C@H]1C
 : -3	1	3	0.3	1	-1	1
CCc1cccc(C)c1NC(=O)COC(=O)Cc1ccccc1
 : 20	nt	12	0.3	0	3	-6
COc1ccc(/C=C/C(=O)N2CCCc3ccccc32)c(OC)c1
 : -14	1	-2	nt	-2	-3	0
CN1c2ccc(C#Cc3cccnc3)cc2[C@H]2[C@H](CCN2C(=O)c2cccnc2)[C@H]1CO
 : -21	2	?	0.2	-7	1	-27
CC(=O)c1ccc(Nc2nc3ccc(C)cc3n3cnnc23)cc1
 : -4	-3	-5	nt	5	16	12
C[C@H](CO)N1C[C@H](C)[C@@H](CN(C)C(=O)Nc2ccccc2)OCCCC[C@H](C)Oc2ccc(NC(=O)Nc3ccccc3)cc2C1=O
 : nt	7	2	0.6	6	3	2
CCCC(=O)N1CC2(C1)CN(C(C)=O)[C@H](CO)c1c2c2ccc(OC)cc2n1C
 : nt	-3	?	18	-4	nt	3
CN(C)S(=O)(=O)c1cccc(C(=O)Nc2ccccc2)c1
 : nt	-2	12	-0.8	-18	nt	-1
CN(C)C(=O)c1ccc(NC(=O)COc2ccc([N+](=O)[O-])cc2)cc1
 : nt	-2	-2	1.8	-2	nt	-5
COc1ccc(CN(C)C[C@@H]2Oc3c(NS(=O)(=O)c4ccc(C)cc4)cccc3C(=O)N([C@@H](C)CO)C[C@@H]2C)cc1
 : 14	-3	-6	-0.1	1	0	-5
Brc1cccc(CN2CCN(c3ncc(Cc4ccccc4)cn3)CC2)n1
 : nt	-1	-3	-0.2	4	nt	15
Cc1ccc(NC(=O)N2CCC(NC(=O)c3ccco3)CC2)cc1
 : 0	1	0	nt	2	-2	-2
CC1CCCCC1NCc1cccc([N+](=O)[O-])c1 (centres undefined)
 : 4	0	4	nt	8	nt	10
COc1ccc(NS(=O)(=O)c2cc3c(cc2C)NC(=O)CO3)c(OC)c1
 : -7	-8	12	-0.8	0	4	10
Cc1cccc(Oc2ccc(NC(=O)C3=CC=CN4CCS(=O)(=O)N=C34)cc2)c1
 : -19	-1	20	0.6	2	-2	-3
CCN1CCN(c2ccc(S(=O)(=O)N3CCCCC3)cc2NC(=O)c2cccc(C)c2[N+](=O)[O-])CC1
 : -28	0	-4	nt	3	nt	-3
CCN(CC)CCn1c2c(c(SCC(=O)Nc3ccccc3Cl)nc1=O)CCCC2
 : nt	-1	2	0.5	1	nt	1
CN1CCN(C(=O)C[C@@H]2C[C@H]3c4cc(NC(=O)NC5CCCC5)ccc4O[C@H]3[C@H](CO)O2)CC1
 : 10	-2	-2	0.3	6	1	-8
Cc1ccc(OCCSc2nc3ncnc(N)c3[nH]2)cc1
 : nt	-7	11	nt	0	nt	3

(next part)
Order of values: C2C12 statin	SIRT5 block	DENV2 CPE rescue	E-sel inducer	ERp5 inh	PglD inh	S100A4 inh HTS
CCCCN(C(=O)c1cccs1)C1CCS(=O)(=O)C1 (centres undefined)
 : -8	-3	-1	0.8	6	4	-12
CN(C)c1ccc(C(=O)NCc2ccc3c(c2)CCO3)cc1
 : nt	-2	-2	0.0	6	0	-4
CNC[C@@H]1Oc2cc(C#CCC3CCCC3)ccc2S(=O)(=O)N([C@@H](C)CO)C[C@H]1C
 : nt	1	12	0.1	0	-1	-7
Cc1ccc(S(=O)(=O)Nc2ccc3c(c2)CC(=O)N([C@H](C)CO)C[C@@H](C)[C@H](CN(C)Cc2ccc(C(=O)Nc4ccccc4N)cc2)O3)cc1
 : -21	0	1	0.2	-11	2	-27
Cc1ccc(CCNC(=O)C2CCCN(C(=O)N(C)C)C2)cc1 (centres undefined)
 : 5	0	-16	nt	2	-5	0
CN1CCN(C(=O)C2=C[C@@H](c3ccccc3)C[C@@H](OCCCCO)O2)CC1
 : -12	-2	-7	-0.2	2	-1	10
COc1cc2c(cc1OC)CC(=O)N(C)CC2
 : nt	nt	3	nt	2	nt	1
COc1cccc(SCC2CSc3nc4ccccc4c(=O)n32)c1 (centres undefined)
 : nt	0	-9	2.6	7	nt	7
C/C=C/c1ccc([C@H]2[C@@H](CO)N(C(C)=O)C23CN(S(C)(=O)=O)C3)cc1
 : nt	-1	-5	0.1	-2	nt	-15
CC(=O)N1[C@@H]2c3ccc(-c4cccnc4)c(=O)n3C[C@H]1[C@H](CO)[C@H]2C(=O)NC1Cc2ccccc2C1
 : 1	-36	-4	0.1	-3	-8	6
O=C(CSc1nnc2ccccn12)Nc1ccc(N2CCOCC2)cc1
 : 1	-1	6	nt	9	-4	-2
COCC1=C2[C@@H](c3ccccc3)OB(O)C[C@@H]2n2c(=O)n(-c3ccccc3)c(=O)n2C1
 : nt	0	-4	nt	5	-2	11
CN(C1=NS(=O)(=O)c2ccccc21)c1ccc(OC(=O)c2ccncc2)cc1
 : nt	5	0	4.0	5	nt	0
C/C=C/c1cnc2c(c1)C(=O)N([C@@H](C)CO)C[C@@H](C)[C@@H](CN(C)S(=O)(=O)c1ccc(OC)cc1)O2
 : 7	-2	-5	nt	5	0	13
CN(C)CCNC(=O)Cc1ccc([N+](=O)[O-])cc1
 : nt	-2	0	0.3	0	nt	0
O=C(c1ccccc1F)N1C[C@H]2[C@@H](c3ccccc31)[C@H](CO)N2C(=O)c1cccnc1
 : 1	6	0	-0.7	-5	0	69
Cc1cccc(C2c3[nH]c4ccccc4c3CCN2C(=O)Cc2n[nH]c(C)n2)n1 (centres undefined)
 : nt	-5	-6	nt	4	nt	-4
COc1ccccc1-c1sc2cc3c(cc2c1-c1ccc(O)cc1)OCO3
 : 19	nt	1	-0.1	0	-2	?
COc1ccc(S(=O)(=O)NCc2ccc(F)cc2)cc1OC
 : 0	0	-4	1.2	-1	-1	6
